mHTT CaM bind – mHTT-calmodulin interaction abrogation | P42858 | AlphaScreen His-mHTT/GST-CaM binding, luminescence | inhibition, % at 15 µM | hit rate 3.6% among 190,000 | AID 1671202;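 also: 0% = both proteins with DMSO and 100% = one protein alone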
Pf apPOL inh – Pf-apPOL DNA polymerase inhibition | hit rate 0.25% among 210,000 | inhibition, % at 10 µM | Recombinant Pf-apPOL, molecular beacon fluorescence, 1.5 h
* = called active by the depositor; · = no result given; & = joins results of further samples. Rule as the data show it: active = inhibition above about 50%; inactive = the rest.

SMILES | mHTT CaM bind | Pf apPOL inh
CC(C)CCOc1ccc(C(=O)NCC2OCCc3ccccc32)cc1 (stereo not drawn) | -4.0 | 6.7
CCc1ccc(CNC(=O)C2CCn3c(nc4ccccc43)C2)cc1 (stereo not drawn) | 13.3 | 0.3
O=C(O)C1Nc2c(O)cc(Cl)c([N+](=O)[O-])c2C2C=CCC12 (stereo not drawn) | 90.0* | -5.1
O=c1ccc(-c2ccc(F)cc2)nn1CCc1nc(-c2ccc(Cl)cc2)no1 | 17.8 | -3.0
O=C(NC(=O)N1CCOCC1)c1ccc([N+](=O)[O-])s1 | · | -2.2
COc1ccc2oc(=O)c(C(=O)Nc3cccc(Cl)c3C)cc2c1 | 3.0 | -2.2
N#Cc1ccc(Cl)cc1NC(=O)C(=O)NCC1CCN(C(=O)Oc2ccccc2)CC1 | -4.0 | -3.4
COc1ccc(OC)c(NC(=O)N2CC=C(c3cn(C)c4ncccc34)CC2)c1 | 43.8 | -2.6
CCOc1ccccc1NC(=O)c1cc(S(=O)(=O)N2CCc3ccccc32)ccc1F | -4.0 | 30.7
O=C(Nc1cc(Cl)ccc1O)C1CCCCC1 | -2.2 | 3.2
COc1ccc(CN2CCN(c3cccc(C)c3C)CC2)c(OC)c1OC | 3.2 | 2.2
NS(=O)(=O)c1ccc(CCNC(=O)c2cccc(C#CC3(O)CCCCC3)c2)cc1 | -0.1 | -3.3
O=C1NC(=Nc2ccccc2)S/C1=C/c1ccccc1Br | -1.0 | -0.2
CS(=O)(=O)N(CC(=O)N1CCN(c2ccccc2F)CC1)c1ccc(Cl)c(Cl)c1 | -0.9 | 0.2
CS(=O)(=O)N(CC(=O)N1CCN(c2ccccc2)CC1)c1cc(Cl)ccc1Cl | 0.4 | -3.9
O=C(NCc1ccco1)N1CCCC1c1nc(-c2cccc(Cl)c2)no1 (stereo not drawn) | 15.0 | -3.5
C=CCNC(=O)c1cnn2c(C(F)(F)F)cc(-c3ccccc3)nc12 | 51.0* | -4.4
COc1cc(/C=C(\C#N)c2nc3ccccc3[nH]2)c(Br)cc1O | 42.0&43.4 | -6.1&-4.7
O=C(c1csc(-c2cnccn2)n1)N1CCN(c2ccccn2)CC1 | -10.7 | 39.6
COc1cccc(C2C=C(c3ccc(Br)cc3)Nc3nnnn32)c1OC (stereo not drawn) | 2.0 | -3.4
Cc1cc(N2C(=O)CSC2c2ccc([N+](=O)[O-])cc2)ccc1Br (stereo not drawn) | 26.0 | -5.9
Cc1cc(N2C(=O)c3ccc(C(=O)c4cccc([N+](=O)[O-])c4)cc3C2=O)no1 | 2.2 | -2.1
CCn1nccc1C(=O)N1CCC(Oc2cc(N3CCCC3)ncn2)C1 (stereo not drawn) | 0.8 | -1.5
FC(F)(F)c1cccc(C2CN(Cc3cccs3)CC2CN2CCOCC2)c1 (stereo not drawn) | 34.3 | 2.7
O=C(/C=C/c1ccc2c(c1)OCO2)Nc1ccc(-n2nncc2-c2ccco2)cc1 | 18.0 | -1.0
CC(C)CC(C(=O)Nc1cccc(Cl)c1)N1C(=O)c2ccccc2C1=O (stereo not drawn) | 63.0* | 0.9
Cc1nc(C2CCCN2C(=O)CCc2ccccc2)n[nH]1 (stereo not drawn) | 0.4 | 0.0
O=C1/C(=C/c2cccnc2)CCC/C1=C\c1cccnc1 | 5.0 | 0.2
CCCCN(CC)S(=O)(=O)c1ccc([N+](=O)[O-])cc1 | 2.6 | -5.8
COc1ccc(C2CCCN2C(=O)Nc2ccccc2)cc1OC (stereo not drawn) | 0.1 | 2.5
O=S1(=O)CCO[C@H]2Cc3ccccc3[C@H]2N1Cc1ccccc1Br | -3.7 | 1.2
O=C(Nc1ccccc1C(=O)N1CCCC1)c1ccc(F)cc1 | -2.9 | -5.8
O=C(O)c1oc(=O)c2ccccc2c1-c1ccc(Cl)c([N+](=O)[O-])c1 | 1.0 | -11.0
Cc1nnc(NC(=O)CSc2nnc(NC(=O)COc3ccccc3)s2)s1 | -1.9 | 4.2
Cc1ccc(Cl)cc1NC(=O)Nc1ccc2c(c1)N(S(C)(=O)=O)CC2 | -8.7 | -1.2
CC(C)C(=O)NCCc1csc(C2CCCN(C(=O)Cc3cccc(Cl)c3)C2)n1 (stereo not drawn) | 11.1 | 4.6
COc1ccc(CCN2C(=O)CCC2(C)C(=O)NC2CCCC(C)C2C)cc1OC (stereo not drawn) | 3.0 | -11.4
O=c1c2ccccc2nc2n1CCN2 | 0.6 | -4.9
O=C(O)COc1ccc(NC(=O)c2ccc3c(c2)C(=O)N(CC2CCCO2)C3=O)cc1 (stereo not drawn) | -1.0 | -5.0
Cc1cc(C(=O)NCc2oc(C(C)(C)C)cc2C(=O)O)c(C)o1 | 4.3 | 0.2
COc1ccc(S(=O)(=O)ON=C2C=CC(=O)C=C2)cc1 | 8.0 | -4.5
COC(=O)c1ccccc1NC(=O)N1CCC(C(=O)NCc2csc(C)n2)CC1 | -9.6 | -1.2
COC(=O)C(C#N)=Cc1cc([N+](=O)[O-])ccc1N1CCOCC1 | · | 11.6
Cc1cc2c(N3CCCC(C(=O)Nc4cccc(F)c4)C3)nccc2s1 (stereo not drawn) | -8.4 | -7.2
O=S(=O)(c1ccccc1)N1CCN(c2ccnc3cc(Cl)ccc23)CC1 | · | -12.8
Cc1oc(C2CCN(C(=O)c3ccc(C(C)(C)C)cc3)CC2)nc1C(=O)N1CCCCC1 | 31.3 | -7.4
COC(=O)C(C#N)=Cc1ccc(SC)s1 | · | -5.2
O=C(Nc1cccnc1)c1ccc(Oc2ccccc2)cc1 | -1.4 | -2.4
COc1cccc(NC(=O)CCN2CCc3ccccc3C2)c1 | -6.8 | -7.5
COc1ccc(NC(=O)Cn2c(N)nc(C)c(C)c2=O)cc1 | -0.3 | 3.2
COc1cccc(CNC(=O)C2CCN(c3cncnc3N3CCCCC3)CC2)c1 | 12.8 | 25.7
Cc1nc2ccccc2c2c1C(=O)N(C(C)C)C2=O | 18.0 | 3.6
COc1ccc(Cl)cc1C(=O)NCCn1ncc2c(NC(C)C)nc(SC)nc21 | 23.3 | -1.9
CC(=O)Nc1cccc(N2CC(C(=O)Nc3ccc(Cl)cn3)CC2=O)c1 (stereo not drawn) | -2.1 | 0.8
COc1cccc(NC(=O)N2CCCC2c2nc(-c3ccccc3OC)no2)c1 (stereo not drawn) | 5.3 | -1.1
CCCN(C(=O)c1coc(=O)c2ccccc12)c1ccccc1C | -4.0 | -1.1
Cc1ncc2c(n1)CCN(S(=O)(=O)c1cccc(Cl)c1)C2 | 12.2 | -1.4
CC1(C(=O)NCc2ccccc2)CCCN(C(=O)Nc2cccc(Cl)c2)C1 (stereo not drawn) | -1.7 | -5.2
Cc1cc(C)cc(NC(=O)COc2cc(C)nc(N3CCC(C)CC3)n2)c1 | -4.2 | 3.4
O=C(O)c1cn(-c2ccccc2)nc1C12CC3CC(CC(C3)C1)C2 | -7.0 | 1.6

Single entries from the entries so far:
Cc1ncc2c(n1)CCN(S(=O)(=O)c1cccc(Cl)c1)C2 @ mHTT CaM bind = 12.2
CC(=O)Nc1cccc(N2CC(C(=O)Nc3ccc(Cl)cn3)CC2=O)c1 (stereo not drawn) @ Pf apPOL inh = 0.8
Cc1cc(C)cc(NC(=O)COc2cc(C)nc(N3CCC(C)CC3)n2)c1 @ Pf apPOL inh = 3.4
COC(=O)C(C#N)=Cc1ccc(SC)s1 @ Pf apPOL inh = -5.2

The listing continues.
SMILES | mHTT CaM bind | Pf apPOL inh
COc1ccc(C2=NN(CC(=O)NCCc3ccc(OC)c(OC)c3)C(=O)CC2)cc1 | 4.0 | -15.8
O=c1c2cc(Br)ccc2oc2nc3n(c(=O)c12)CCCS3 | 16.3 | -2.0
CCOc1cc(/C=C2\NC(=O)N(Cc3ccc(F)cc3)C2=O)ccc1O | 10.0 | -6.8
O=C(NCc1ccccc1)Nc1ccc2snnc2c1 | -3.2 | 2.4
CC(=O)N1CCN(c2nc3c(s2)CC(C(=O)NCCc2ccccn2)CC3)CC1 (stereo not drawn) | 6.2 | -3.8
Nc1nc(NC2CCCCNC2=O)n[nH]1 (stereo not drawn) | · | -3.6
Cn1c(N2CCC(C(=O)NCCC3=CCCCC3)CC2)cc(=O)n(C)c1=O | 34.9 | 2.3
COc1cc(/C=C(\C#N)c2ccc(Cl)cc2)ccc1O | 37.3 | -8.6
COc1cc(C=C2Oc3c(ccc4c3CN(c3ccc5c(c3)OCO5)CO4)C2=O)cc(OC)c1OC | 59.1* | -1.4
Cc1cccc(S(=O)(=O)N2CCC(CN3CCCCCC3)CC2)c1 | -1.7 | -0.6
O=C(NCCN1CCCC1)c1cn2ccccc2n1 | 12.4 | -8.0
O=C(NCCC1=CCCCC1)C1CCN(c2nnc(-c3ccccc3)o2)CC1 | 21.6 | -2.2
O=C(Nc1ccccc1C(=O)Nc1ccccc1C(=O)O)c1ccccc1 | 80.5* | -21.3
Cc1cc(C2CCCN2Cc2ccc(C)c(C)c2)on1 (stereo not drawn) | -0.7 | -2.4
c1coc(-c2nc3c([nH]2)CCc2nonc2-3)c1 | 26.5 | -11.4

The closing 7 records of the section before come first, to join the parts.
SMILES | mHTT CaM bind | Pf apPOL inh
COc1cc(C=C2Oc3c(ccc4c3CN(c3ccc5c(c3)OCO5)CO4)C2=O)cc(OC)c1OC | 59.1* | -1.4
Cc1cccc(S(=O)(=O)N2CCC(CN3CCCCCC3)CC2)c1 | -1.7 | -0.6
O=C(NCCN1CCCC1)c1cn2ccccc2n1 | 12.4 | -8.0
O=C(NCCC1=CCCCC1)C1CCN(c2nnc(-c3ccccc3)o2)CC1 | 21.6 | -2.2
O=C(Nc1ccccc1C(=O)Nc1ccccc1C(=O)O)c1ccccc1 | 80.5* | -21.3
Cc1cc(C2CCCN2Cc2ccc(C)c(C)c2)on1 (stereo not drawn) | -0.7 | -2.4
c1coc(-c2nc3c([nH]2)CCc2nonc2-3)c1 | 26.5 | -11.4
O=C(CN1C(=O)S/C(=C\c2ccc(O)cc2)C1=O)N1CCOCC1 | 4.0 | -2.3
CN(C)Cc1cc(C(C)(C)c2cc(CN(C)C)c(O)c(CN(C)C)c2)cc(CN(C)C)c1O | 23.8 | -6.5
COc1ccc(CN2CCC(=O)N(CCO)CC2)cc1 | 7.4 | -1.4
O=C1CC(NC(=O)C23CC4CC(CC(C4)C2)C3)CN1C1CC1 (stereo not drawn) | 0.4 | -1.5
COc1cccc(NC(=O)CN(c2cccc([N+](=O)[O-])c2)S(=O)(=O)c2ccccc2)c1 | 14.5 | -1.2
CN(Cc1ccccc1)C(=O)c1cc2sccc2n1CC1CC1 | -8.8 | -5.9
Cc1cc(C)cc(N2C(=O)C3N=NN(c4ccccc4)C3C2=O)c1 (stereo not drawn) | -21.8 | 0.2
COc1ccc(-c2cc3ccc4c(c3oc2=O)CN(C2CCS(=O)(=O)C2)CO4)c(OC)c1 (stereo not drawn) | 11.0 | -5.1
CCOC(=O)c1ccc(Oc2c(C)oc3cc(OCC=C(C)C)ccc3c2=O)cc1 | -7.2 | -2.4
CCC1CCC2(CC1)SCC(=O)N2c1ccc(F)cc1 (stereo not drawn) | 6.0 | 1.4
Cc1ccc(NC(=O)N2CCCC(CCC(=O)NC3CCCCC3)C2)cc1 (stereo not drawn) | -9.6 | -4.6
O=C(O)CCc1n[nH]c(=O)[nH]c1=O | · | -3.7
N#CC1=C(N)OC2=C(CC/C2=C\c2cccc(F)c2)C1c1cccc(F)c1 (stereo not drawn) | 94.0* | -3.3
CC(=O)Nc1ccc(S(=O)(=O)Nc2ccc(C#N)cc2)cc1Cl | · | 6.5&1.8
CSc1sc(C(=O)NN=Cc2ccccc2Cl)c2c1C(O)CCC2 (stereo not drawn) | · | 3.1

One compound at a time (already shown). Screens in order: mHTT CaM bind, Pf apPOL inh
Results for N#Cc1ccc(Cl)cc1NC(=O)C(=O)NCC1CCN(C(=O)Oc2ccccc2)CC1 = -4.0, -3.4
Results for O=C(O)c1cn(-c2ccccc2)nc1C12CC3CC(CC(C3)C1)C2 = -7.0, 1.6

New compounds follow
SMILES | mHTT CaM bind | Pf apPOL inh
CCCCOc1ccc(/C=c2\sc3nc(-c4cccnc4)nn3c2=O)cc1OCC | 6.0 | 1.0
CC(=O)COc1ccc2c(c1)OC(=Cc1ccco1)C2=O | 3.3 | 1.4
CN(C)CCc1c[nH]c2ccc(Cn3cncn3)cc12 | · | -3.4
Cc1onc(-c2ccccc2)c1C(=O)C=CN(C)C | · | -9.0
CC(=O)Nc1ccc(C(=O)NCCNC(=O)CC(c2ccccc2)c2ccccc2)cc1 | -9.3 | -2.7
CCN(CC)CCNC(=O)c1nc(C)n(C2CCN(C)CC2)c1C | 2.2 | 0.8
